# RAD54 branch: inhibitors of human RAD54 branch migration, primary screen, biochemical, fluorescence, single point; inhibition, % at 10.4 µM; DNA repair and recombination protein RAD54-like (Homo sapiens), Q92698; RAD54 Holliday junction branch migration, FAM/BHQ fluorescence; actives 0.14% (n = 360,000);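 active = mean normalized replicate activity at least 40 and at least half of replicates scoring 40 or more; inconclusive = only one of the two criteria met; inactive = mean below 40 and under half of replicates reaching 40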;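 note: 0% = median of neutral control wells and 100% = median of positive control wells; inhibitors cause a drop in the FAM fluorescence signal; in these data hits start at about 50%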
# Target sequence (Q92698 whole entry, looked up): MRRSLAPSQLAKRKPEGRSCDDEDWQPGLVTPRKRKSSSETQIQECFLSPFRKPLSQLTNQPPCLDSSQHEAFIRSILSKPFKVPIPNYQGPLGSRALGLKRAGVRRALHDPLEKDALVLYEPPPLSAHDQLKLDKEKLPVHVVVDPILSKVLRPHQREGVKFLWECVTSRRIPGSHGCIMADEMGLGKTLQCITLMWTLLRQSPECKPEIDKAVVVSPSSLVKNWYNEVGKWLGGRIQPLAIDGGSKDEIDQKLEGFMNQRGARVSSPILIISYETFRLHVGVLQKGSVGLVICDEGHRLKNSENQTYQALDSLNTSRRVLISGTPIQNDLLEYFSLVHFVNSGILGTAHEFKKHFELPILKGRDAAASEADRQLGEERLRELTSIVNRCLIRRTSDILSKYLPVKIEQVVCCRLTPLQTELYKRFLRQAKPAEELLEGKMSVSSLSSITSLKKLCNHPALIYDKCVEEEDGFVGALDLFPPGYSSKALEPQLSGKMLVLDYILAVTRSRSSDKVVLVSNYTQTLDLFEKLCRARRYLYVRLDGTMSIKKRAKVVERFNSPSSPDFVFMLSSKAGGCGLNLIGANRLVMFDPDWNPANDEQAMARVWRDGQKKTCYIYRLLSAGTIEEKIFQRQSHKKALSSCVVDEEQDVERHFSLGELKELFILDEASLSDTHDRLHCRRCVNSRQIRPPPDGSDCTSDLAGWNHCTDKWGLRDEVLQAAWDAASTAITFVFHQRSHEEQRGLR
# ARNT-TACC3 inh: disruptors of ARNT/TACC3 protein interaction, primary screen, biochemical, AlphaScreen, single concentration; Transforming acidic coiled-coil-containing protein 3 (Homo sapiens), Q9Y6A5; AlphaScreen His-ARNT PAS-B/GST-TACC3 binding, luminescence; TACC3 fragment carries E629A point mutation; inhibition, % at 9.99 µM; actives 0.66% (n = 390,000); AID 623870, 2012;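 active = mean inhibition of replicates at least 50% and at least half of replicates each reaching 50%; inconclusive = half or more replicates reach 50% but mean below 50%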;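 note: 0% = complete ARNT plus TACC3 wells and 100% = ARNT alone without TACC3; many hits fall short of the cut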
# esBAF inh: Bmi1 luciferase reporter increase in mESCs, primary screen, esBAF inhibitor project, mouse ES cells, Bmi1 luciferase knock-in, single point; 24 h; 100% = twice the neutral-well signal; actives 2% (n = 350,000); reporter increase, % at 12.5 µM; AID 602393, 2012; in the data active = activation above about 40%; inconclusive = no clear call, values can overlap the other calls;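 note: 0% = median of the plate's neutral control wells and 100% = double that signal; a rise in the Bmi1 reporter signal indicates esBAF inhibition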
# * = called active by the depositor; ? = inconclusive; & = joins results of further samples.
SMILES,RAD54 branch,ARNT-TACC3 inh,esBAF inh
CCc1ccccc1NC(=O)N[C@@H](C)C(=O)O,0,-4,2
CCCCOc1ccc2c(C)cc(=O)oc2c1OCCCC,-10,-16,-6
COc1ccc(Oc2nccc(-c3ccc(F)cc3)c2C#N)cc1,4,-4,36
Cn1c(=O)[nH]c(=O)c2c1nc(NCc1ccco1)n2CCCc1ccccc1,-13&0,-21&-52,-5&-3
COc1cc(C(=O)N2CCN(C(=O)C3CC3)CC2)cc(OC)c1OC,-5,1,-7
CN(C)CCCNC(=O)/C(=N\O)c1ccccc1,-12,-5,-3
CCCc1cc(=O)n2[nH]c(-c3ccc(OC)cc3)nc2n1,-4,-3,4
CC1CCC2(CC1)NC(=O)N(CC(=O)Nc1nc(-c3ccc(F)cc3)cs1)C2=O (stereo unspecified),-1,1,-3
O=[N+]([O-])c1ccc(N2CCOCC2)cc1NCc1ccccc1,-2,1,-2
CN1CCCN(C(=O)c2ccc(Cl)c(S(=O)(=O)N(C)c3ccccc3)c2)CC1,-9,-7,-2
CC1(C)CC(=O)c2sc(NC(=O)CN3CCOCC3)nc2C1,-4,2,-9
O=C1[C@@H]2[C@H](C(=O)N1n1cnnc1)[C@H]1C=C[C@@H]2C1,-11,1,3
CCCOC(=O)c1ccc(NC(=O)CCC(=O)OCC)cc1,0,-1,12
COc1ccc(C2C(C(=O)OC(C)C)=C(C)N=c3s/c(=C\c4cccs4)c(=O)n32)cc1 (stereo unspecified),-2,2,-7
Cc1ccc(C(=O)Oc2ccccc2C(=O)N2CCOCC2)cc1,5,-8,-10
COc1cc(C(C[N+](=O)[O-])c2c(C)[nH]c3ccccc23)cc(OC)c1OC (stereo unspecified),-8,5,-7
CC1(c2ccco2)NC(=O)NC1=O (stereo unspecified),-11,-2,-5
Cc1nc2ccccc2n1/N=C/c1cccnc1,-9,-3,-10
COc1ccc(-c2noc(CSc3nc(-c4ccccc4)cc(=O)[nH]3)n2)cc1,-17,-9,0
O=C(c1ccccc1)N1CCN(C(=O)c2ccccc2)C1c1ccccc1,-15,-4,-4
COc1ccc(CCNC(=O)Cc2cc(OC)c(OC)cc2[N+](=O)[O-])cc1OC,3,-1,-5
CSc1ccccc1C(=O)NCCSC(C)(C)C,7,3,-3
Cc1c(Cl)cccc1NC(=O)Nc1ccn(C)n1,3,-3,15
O=C(Nc1cccc2ncccc12)c1ccc2c(c1)OCCO2,3,-3,3
COc1ccccc1C(=O)N1CCNC(=O)C1CC(=O)Nc1ccc(Cl)cc1 (stereo unspecified),3,-5,-5
CCCNC(=O)Nc1cc(OCC)c(N2CCOCC2)cc1OCC,-1,1,-8
CCc1nc(NCCN)c(C#N)c2c1CSC(C)(C)C2,3,-27,-5
CCCCn1c(SCC(=O)N(CC)C2CCS(=O)(=O)C2)nnc1C(CC)N(C)C (stereo unspecified),-5,-4,-3
CC(NC1CCCC1)C(=O)Nc1ccccc1-c1ccccc1 (stereo unspecified),2,-6,1
Cc1noc(C)c1C(=O)N1CCOCC1,2,-3,5

# Compounds from the list above that have a cyano group, in the order listed:
SMILES,RAD54 branch,ARNT-TACC3 inh,esBAF inh
COc1ccc(Oc2nccc(-c3ccc(F)cc3)c2C#N)cc1,4,-4,36
CCc1nc(NCCN)c(C#N)c2c1CSC(C)(C)C2,3,-27,-5

# (cont.)
SMILES,RAD54 branch,ARNT-TACC3 inh,esBAF inh
Cc1noc(C)c1COC(=O)c1ccc(S(=O)(=O)NCc2ccco2)cc1,2,-4,0
O=C(O)CSc1nnc(-c2cc3ccccc3o2)n1-c1ccccc1,-4,-4,0
COc1ccc(C2N=C(c3ccccc3)NC(c3ccccc3)=N2)cc1,1,3,-2
CCOC(=O)Cc1ccc(NS(=O)(=O)c2ccc(SC)cc2)cc1,3,18,1
O=C(COc1ccccc1)N1CCc2ccccc2C1,11,1,10
COc1ccc2nc(SCC(=O)/C(C#N)=C(\C)N)[nH]c2c1,3,-3,13
Cc1ccc(C)c(N(CC(=O)NCCSCc2ccco2)S(C)(=O)=O)c1,3,-4,0
O=C(CCCOc1ccccc1)Nc1nncs1,-24,3,-4
CCN(CC)CCCNC(=O)Cn1nc(-c2ccccc2)ccc1=O,-10,6,-8
COc1cc(C=O)ccc1OCC(=O)N1CCOCC1,-4,-5,-3
COc1ccc(-c2[nH]ncc2/C=N\NS(=O)(=O)c2ccc(Cl)cc2)cc1,-5,19,4
CC1=C(C(=O)OC(C)C)C(c2coc3ccccc3c2=O)C2=C(CCCC2=O)N1 (stereo unspecified),-5,5,-2
CCOC(=O)C1CCN(S(=O)(=O)c2nc3nc(C)cc(C)n3n2)CC1,0,-18,-2
Brc1ccc(/C=N/Nc2ccc3ccccc3n2)cc1,11,0,?
CC(NC(=O)CSc1n[nH]c(=O)n1C1CC1)C12CC3CC(CC(C3)C1)C2 (stereo unspecified),5,-11,1
CCOC(=O)C1CCCn2c1nc1sc3c(c1c2=O)CCCC3 (stereo unspecified),-18,-4,-7
COc1ccccc1-n1cnnc1SCC(=O)c1ccc[nH]1,-5,-6,-9
C/C(CC(=O)NCc1ccco1)=N\NC(=O)Cc1ccc(Cl)cc1,-3,-13,10
Cc1ccc(C(=O)COC(=O)CNC(=O)c2cccs2)cc1,5,-3,-4
O=S(=O)(Nc1ccncc1)c1ccc(Cl)cc1,10,-2,-1
COc1ccc(S(=O)(=O)N2CCCN(CCC(=O)Nc3cccc(C(F)(F)F)c3)CC2)cc1,2,3,-3
Cc1cc(C)cc(NC(=O)CCC(=O)Nc2cc(C)on2)c1,-6,3,-10
CCOc1ccc(/C(O)=C2\C(=O)C(=O)N(CCN(C)C)C2c2cccc(OC)c2OC)cc1Cl (stereo unspecified),-9,-1,8
CC(C)CC(=O)NC(=S)Nc1ccccc1F,-11,-5,6
CSCCC(C(=O)N1CC2(C)CC1CC(C)(C)C2)N1C(=O)c2ccccc2C1=O (stereo unspecified),2,-2,-3
CCCn1c(=N)n(CC(O)c2ccco2)c2ccccc21 (stereo unspecified),-37,4,-4
C=CCN(C(=O)CNC(=O)c1ccco1)C(C(=O)NC1CCCCC1)c1ccc(F)cc1 (stereo unspecified),-4,-5,1
Cc1ccc(-c2nnc(Nc3ccc(CC(N)=O)cc3)c3ccccc23)cc1,12,-14,0
COc1ccc(-n2nnnc2/C=C\Nc2ccccc2C(=O)c2ccccc2)cc1,5,2,-1
Cn1c(=O)c2c(ncn2CC(=O)N2CCN(c3ccccc3)CC2)n(C)c1=O,3,-6,-1
COCCCNC(=O)c1ccc2c(c1)ncn2-c1ccccc1OC,4,-9,10
COc1ccc(NC(=O)C(Cc2ccccc2)NC(=O)c2ccco2)cc1OC (stereo unspecified),8,-8,-9
CC(CN1CCOCC1)OC(=O)C(C)(c1ccccc1)c1ccccc1 (stereo unspecified),4,-7,-1
CCOC(=O)C1CCCN(C(=O)c2sc3nc(-c4ccc(F)cc4)cn3c2C)C1 (stereo unspecified),1,-4,24
Cn1c(=O)n(CC(=O)Nc2ccccc2)c2ccccc21,-6,-1,-5
CC(=O)N1CCc2cc(S(=O)(=O)NCCC(=O)NCCc3ccc(C)cc3)ccc21,-6,23,-10
O=C(CNS(=O)(=O)c1ccc2ccccc2c1)OCc1nnc(-c2ccccc2)o1,-1,-7,4
CCCCN1CC(=O)N2[C@@H]3c4cc(Br)ccc4OC[C@@H]3[C@H](C(=O)OCC)[C@]2(C)C1=O,-12,5,-1
COc1ccc(C2(C(=O)NCc3ccco3)CCCC2)cc1OC,-5,-8,-3
CCCCC(O)CN1CCC(c2ccccc2)CC1 (stereo unspecified),6,6,-4
CCO/C=C1/C(=O)N(C(C)=O)c2ccccc21,-10,-8,-9
COCCn1c(C)cc(C(=O)CSc2ncnc3sc4c(c23)CCC4)c1C,0,-3,-5
Cc1ccc(CNC(=O)C2CC(=O)N(C3CCCCCCC3)C2)cc1 (stereo unspecified),-20,-9,-6
Cc1cc(C)n2nc(C(=O)N3CCOCC3)nc2n1,-2,0,6
CCOC(=O)C1=C(C)OC(N)=C(C#N)C1c1ccoc1 (stereo unspecified),-2,0,5
Cc1cc(-c2ccccc2)c2nncn2n1,6,-16,2
COc1ccc(OC)c(C(=O)CSc2nc3ccccc3n2CC(=O)NC(C)(C)C)c1,-5,-2,-4
CCOc1ccccc1C1CC(=O)Nc2cc(OC)c(OC)c(OC)c21 (stereo unspecified),0,-5,-4
Cc1cc(C)c(NC(=O)/C(=C/c2ccco2)c2ccccc2)c(C)c1,-5,7,-3
COc1ccc(OC)c(NC(=O)CCN2CCC(C)CC2)c1,-13,3,-3
COc1ccc(CNC(=O)CN(Cc2ccccc2)S(=O)(=O)c2ccc(Cl)cc2)cc1,0,0,4
COc1ccc(C(=O)c2c[nH]c(C(=O)NCC3CCCO3)c2)cc1 (stereo unspecified),4,-4,24
Cn1nc(C(=O)NCc2ccccn2)c2ccccc2c1=O,-4,6,-6
COc1ccccc1N(CN1CCCC1=O)C(=O)c1c(F)cccc1F,5,-2,-2
CCCCC(CC)CNC(=O)c1ccc2c(c1)OCO2 (stereo unspecified),-6,0,1
Nc1nnnn1N=C1CCCCC1,-5,-6,4
CS(=O)(=O)N(CC(=O)NCCSc1ccc(Cl)cc1)c1ccc2c(c1)OCO2,-8,-4,-7
COc1ccc(NC(=O)c2ccc(CNS(=O)(=O)c3cccc(OC)c3)cc2)cc1,-1,1,-6
COc1ccc(OC)c(N2C(=O)CC(Cc3ccc(Cl)cc3)C2=O)c1 (stereo unspecified),-3,1,-5
Cc1ccc(-c2ccc(/C=N/n3cnnc3)o2)cc1Cl,-3,-3,12

# Compounds above that contain a thiophene ring, fused or not (four):
SMILES,RAD54 branch,ARNT-TACC3 inh,esBAF inh
COc1ccc(C2C(C(=O)OC(C)C)=C(C)N=c3s/c(=C\c4cccs4)c(=O)n32)cc1 (stereo unspecified),-2,2,-7
CCOC(=O)C1CCCn2c1nc1sc3c(c1c2=O)CCCC3 (stereo unspecified),-18,-4,-7
Cc1ccc(C(=O)COC(=O)CNC(=O)c2cccs2)cc1,5,-3,-4
COCCn1c(C)cc(C(=O)CSc2ncnc3sc4c(c23)CCC4)c1C,0,-3,-5

# Additional results:
SMILES,RAD54 branch,ARNT-TACC3 inh,esBAF inh
CCOC(=O)N1CCN(S(=O)(=O)c2c(C)[nH]c(=O)[nH]c2=O)CC1,-2,19,-13
CCOC(=O)N1CCC(Nc2c(-c3ccc(C)cc3)c(=O)c2=O)CC1,6,-2,-7
CCOC(=O)N1CCC(NC(=O)C2CCCN2C(=O)OCc2ccccc2)CC1 (stereo unspecified),-2,2,-9
CC1=C(C(=O)OCC2CCCO2)C(c2ccncc2)C2=C(CCCC2=O)N1 (stereo unspecified),-2,4,-3
O=C(CSc1nc2ccccc2[nH]1)N1CCN(c2ccccc2)CC1,0,-3,12
CC(C)C1=CC(=NS(=O)(=O)c2cccc([N+](=O)[O-])c2)C=C(C(C)C)C1=O,-5,-2,-10
COc1ccc2oc(=O)c(C(=O)NCC3CCCO3)cc2c1 (stereo unspecified),-6,2,0
COc1cccc2sc(NC(=O)c3ccc(Br)s3)nc12,-7,-3,68*
COc1cccc(C(=O)CSc2nnc(-c3ccco3)n2CC2CCCO2)c1 (stereo unspecified),-10,-2,-3
N#CC1(NC(=O)COC(=O)c2cc(O)c3ccccc3c2O)CCCCC1,-3,18,9
O=C(Cc1ccccc1)Nc1ccc(NC(=O)C2CC2)nc1,0,3,5
O=C(CCCCn1c(=O)c2ccccc2n(CC(=O)Nc2ccc(F)cc2)c1=O)NCc1ccco1,3,-5,-5
Cc1cc(C(F)F)nn1CC(=O)NCc1ccccc1F,5,0,-3
O=C(Cn1cnc2ccccc21)Nc1cc(C(F)(F)F)ccc1N1CCOCC1,-10,-1,4
CC(c1nnc(SCC(=O)N2CC(=O)Nc3ccccc32)n1Cc1ccccc1)N(C)C (stereo unspecified),3,0,0

# Reformatted with bars between the fields: 4 of the compounds above.
smiles | RAD54 branch | ARNT-TACC3 inh | esBAF inh
CCCOC(=O)c1ccc(NC(=O)CCC(=O)OCC)cc1 | 0 | -1 | 12
Cc1nc2ccccc2n1/N=C/c1cccnc1 | -9 | -3 | -10
CCOc1ccc(/C(O)=C2\C(=O)C(=O)N(CCN(C)C)C2c2cccc(OC)c2OC)cc1Cl (stereo unspecified) | -9 | -1 | 8
CC(c1nnc(SCC(=O)N2CC(=O)Nc3ccccc32)n1Cc1ccccc1)N(C)C (stereo unspecified) | 3 | 0 | 0

# (cont.)
SMILES,RAD54 branch,ARNT-TACC3 inh,esBAF inh
Cc1ccc(C(=O)COC(=O)c2cc(Cl)nc3ccccc23)cc1,6,-12,-2
CC(=O)C(C(C)=O)C(NC(=O)c1cccnc1)(C(F)(F)F)C(F)(F)F,3,25,-1
CSCCC1C(C#N)=C(N)Oc2n[nH]c(-c3cccs3)c21 (stereo unspecified),1,-4,-10
CNC(=O)CN(C1CCCCC1)S(=O)(=O)c1ccc(OC)c(Cl)c1,-11,-2,-2
Cc1cccc(C(=O)Nc2ccccc2-c2nnn(CC(=O)Nc3ccc4c(c3)OCCO4)n2)c1,0,5,-4
Cc1ccc(-n2nnnc2SCC(=O)N2CCc3ccccc3C2)c(C)c1,-7,-2,4
COc1nc(OC)nc(N2CCC(C(=O)NCc3ccc(F)cc3)CC2)n1,3,-10,-8
CCn1c(SCC(=O)NCc2ccco2)nnc1-c1ccc(N)cc1,2,-1,-11
CCc1ccc(NC(=O)CSc2nc3cc(C(=O)OC)ccc3c(=O)n2Cc2ccco2)cc1,-2,2,-10

# A portion of the library; rates above refer to the full screens.
